# Compound activity from PubChem BioAssay.
# STK33 kinase inh = blocks human STK33 kinase activity; Q9BYT3; inhibition, % at 10 µM; 0.073% of 320,000 active; purified STK33, MBP phosphorylation, ADP-Glo luminescence; AID 2661;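 active = inhibition at or above 25%, using the most active replicate where run in duplicate; inactive = inhibition below 25%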
# Target sequence (Q9BYT3 whole entry, looked up): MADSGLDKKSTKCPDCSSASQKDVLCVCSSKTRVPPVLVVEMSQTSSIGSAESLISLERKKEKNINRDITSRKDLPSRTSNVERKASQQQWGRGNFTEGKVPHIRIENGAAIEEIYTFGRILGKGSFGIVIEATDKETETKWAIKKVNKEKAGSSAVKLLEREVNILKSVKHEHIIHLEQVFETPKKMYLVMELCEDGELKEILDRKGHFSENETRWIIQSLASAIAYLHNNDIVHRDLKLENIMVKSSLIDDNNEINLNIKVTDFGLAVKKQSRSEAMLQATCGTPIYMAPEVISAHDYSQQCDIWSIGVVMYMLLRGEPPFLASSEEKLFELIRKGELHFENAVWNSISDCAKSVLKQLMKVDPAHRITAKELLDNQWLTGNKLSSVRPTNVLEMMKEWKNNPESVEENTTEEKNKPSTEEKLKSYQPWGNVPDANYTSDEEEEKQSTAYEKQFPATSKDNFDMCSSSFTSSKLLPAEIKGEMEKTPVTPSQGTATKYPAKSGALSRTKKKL
# KCNQ2 inh = KCNQ2 channel blockers in CHO-K1 cells – cell-based, FluxOR thallium flux, B-score, primary screen (AID 2156) | B-score at 10 µM | 1.1% of 310,000 active | O88943 | 20 min; hits give low values;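 active = fluorescence ratio B-score at most minus 3 library SDs, with starting brightness B-score within 2 library SDs, cut at about -5.5 in these data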
# Kir21 inh = inhibitors of mouse Kir2.1 inward-rectifier potassium channel; HEK293-Kir2.1, FluxOR thallium flux fluorescence; hits give low values; B-score at 10 µM; 0.85% of 310,000 active;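 active = fluorescence ratio B-score at or below minus 3 SD of library scores, with starting-brightness B-score within 2 SD, cut at about -4.2 in these data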;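 note: channel flux triggered by added potassium and thallium sulfate stimulus; B-score of peak minus minimum fluorescence over baseline after thallium stimulus; more negative B-score means stronger Kir2.1 block with less thallium influx; some compounds called inactive have numbers as strong as hits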
# Target sequence (P35561 whole entry, looked up): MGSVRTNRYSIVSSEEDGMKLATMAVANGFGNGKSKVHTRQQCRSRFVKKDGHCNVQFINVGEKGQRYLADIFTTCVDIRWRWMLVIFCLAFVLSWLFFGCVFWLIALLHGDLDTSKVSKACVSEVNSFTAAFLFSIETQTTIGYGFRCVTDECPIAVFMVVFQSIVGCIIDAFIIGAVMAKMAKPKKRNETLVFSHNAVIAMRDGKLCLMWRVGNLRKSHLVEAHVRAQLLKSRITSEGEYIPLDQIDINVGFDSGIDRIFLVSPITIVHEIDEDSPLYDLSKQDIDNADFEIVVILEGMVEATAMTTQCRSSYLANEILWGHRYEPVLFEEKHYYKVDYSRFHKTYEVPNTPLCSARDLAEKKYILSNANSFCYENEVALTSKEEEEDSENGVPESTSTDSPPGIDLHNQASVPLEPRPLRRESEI
# The depositor's hits bear a star; i = inactive; nt = not tested or not shown.
SMILES,STK33 kinase inh,KCNQ2 inh,Kir21 inh
CCOc1ccc(NC(=O)NCCCSC2CCCCC2)cc1,-2.2,i,1.58
CCOC(=O)N1CCN(c2cc(N(C)CCO)c([N+](=O)[O-])c3nonc23)CC1,nt,i,0.1
CCOC(=O)c1cnc(-n2nc(C)cc2C)nc1N1CCOCC1,-1.6,i,2.77
COc1ccc(-c2[nH]ncc2CN2CCN(c3ccccn3)CC2)c(OC)c1,-1.3,i,2.32
Cc1ccc(CNC(=O)C2CCC(=O)N(CCCN3CCOCC3)C2)cc1 (configuration not stated),-0.2,i,0.6
COc1ccccc1C(=O)O/N=C1/CCCc2c1ccc(OC)c2[N+](=O)[O-],0.3,i,-0.04
CN(C)CCCn1c(=O)n(CCc2ccccc2)c(=O)c2c3c(sc21)CCCCC3,1.5,i,-2.99
CCCC(=O)NCCc1cc2ccc(OC)cc2[nH]c1=O,-0.8,i,1.87
COCCCn1ccc(O)c(Cc2ccc(F)cc2)c1=O,-1.9,i,0.4
COC(=O)c1cc([N+](=O)[O-])ccc1N1CCN(Cc2ccccc2)CC1,-1.9,i,0.71
COc1nc(Nc2ccccc2)nc(OC)n1,2.1,i,0.56
Cc1ccc(C(=O)c2nocc2C(=O)c2cccs2)cc1,-3.5,i,-2.21
[O-]/C(=C(\C(=S)NCc1ccccc1)[n+]1ccccc1)c1ccc(Cl)cc1,-0.8,i,-0.22
Cc1cc(=O)nc2c3ccccc3n(CC(=O)NCCCN3CCCC3=O)n12,-1.3,i,0.4
CCn1cc(C(=O)N2CCc3ccccc32)c(=O)c2cc(S(=O)(=O)N3CC(C)CC(C)C3)ccc21 (configuration not stated),-1.8,i,-0.64
CC1CCc2sc3ncnc(N4CCN(CCO)CC4)c3c2C1 (configuration not stated),0.0,i,0.15
O=C(CN1CCN(S(=O)(=O)c2ccc3ccccc3c2)CC1)Nc1ccc(N2CCOCC2)cc1,0.8,i,-1.89
Cc1cc(C(=O)COc2ccc(F)cc2Br)c(C)n1C,0.4,i,4
C=CCn1c(SCC(=O)N2CCOCC2)nc2ccccc2c1=O,1.9,i,0.11
COc1ccc(CCNC(=O)c2cc3c(=O)n4ccccc4nc3n(Cc3ccco3)c2=N)cc1OC,0.3,i,-3.47
S=C(NCc1cccnc1)NCc1cccnc1,-1.0,i,-0.84
O=C(COC(=O)CCCc1nc2ccccc2s1)Nc1ncc(Cl)cc1Cl,-0.4,i,0.88
O=C(NCC(=O)N(c1ccc(F)cc1)C(C(=O)NC1CCCC1)c1cccnc1)c1ccco1 (configuration not stated),1.6,i,-0.75
COc1cc2c(cc1OC)/C(=C/c1ccc(Br)cc1)C(=O)OC2,1.4,i,-0.14
COC(=O)c1ccc2c(c1)N(Cc1nc(-c3cccc(C)c3)oc1C)C(=O)C1CCCN21 (configuration not stated),nt,i,0.09
Cc1csc(C)[n+]1CC(=O)c1ccccc1,-0.8,i,-0.13
CCOc1ccc(NC(=O)CN2CCN(C(=O)C3CCCO3)CC2)cc1 (configuration not stated),-4.8,i,2.27
O=C(COc1ccccc1)NNc1nc2ccccc2s1,-2.2,i,0.84
COc1ccc(N2CCN(S(=O)(=O)c3cc(Br)cnc3N)CC2)cc1,1.6,i,-0.14
COc1cccc(NS(=O)(=O)c2ccc(Br)s2)c1,-0.3,i,-0.3
O=c1c2ccccc2nnn1CSc1nc2ccccc2[nH]1,-0.2,i,0.86
CCOC(=O)CN1C(=O)N[C@@H](CCc2ccccc2)[C@@H](C(=O)OC)[C@H]1C,1.2,i,0.39
COc1ccccc1-c1nnc(SCC(=O)Nc2nc(-c3ccccc3)cs2)n1C,-0.4,i,0.05
O=C(NC1CC1)C(Cl)c1ccccc1 (configuration not stated),-1.2,i,-0.64
C=CCNc1nc(NC(C)(C)CO)nc(OC)n1,0.3,i,-1.33
CC(C)Cn1c(=O)c(C(=O)NCc2ccccn2)c(O)c2ccccc21,-1.2,i,1.34
Cc1ccccc1N1C(=O)C(Oc2ccc(Cl)cc2)C1CNC(C)(C)C (configuration not stated),1.3,i,-0.45
Cc1cccc(CNC(=O)CCc2nnc(C3CCCCC3)o2)c1,-1.3,i,-0.47
O=C(CCN1C(=O)/C(=C/c2ccc(F)cc2)SC1=S)NCCc1cnc[nH]1,-1.2,i,-0.21
Cc1cc(Cl)ccc1Oc1ncnc2onc(C)c12,0.0,i,-0.26
COc1ccccc1C(=O)N1CCN(C(=O)c2ccncc2)CC1,-1.1,i,1.62
O=C(O)CSC1c2ccccc2C(=O)N1c1ccccc1 (configuration not stated),0.2,i,0.49
Cc1cc(C(=O)NNC(=S)Nc2cccc(C(F)(F)F)c2)nn1C,-0.4,i,-0.38
O=C(CCC(=O)OC(C(=O)c1ccccc1)c1ccccc1)Nc1ccccc1 (configuration not stated),-1.0,i,0.62
Cc1ccccc1NC(=O)C(=Cc1ccc(C(=O)O)cc1)C(=O)Nc1ccccc1C,nt,i,-3.1

# 3 structures out of the list, arranged by length of the SMILES, smallest number first:
SMILES,STK33 kinase inh,KCNQ2 inh,Kir21 inh
O=C(COc1ccccc1)NNc1nc2ccccc2s1,-2.2,i,0.84
COc1ccccc1C(=O)N1CCN(C(=O)c2ccncc2)CC1,-1.1,i,1.62
CCOC(=O)CN1C(=O)N[C@@H](CCc2ccccc2)[C@@H](C(=O)OC)[C@H]1C,1.2,i,0.39

# Additional structures follow:
SMILES,STK33 kinase inh,KCNQ2 inh,Kir21 inh
O=C1CCC(C(=O)OCC(=O)c2ccccc2)N1 (configuration not stated),-0.7,i,1.06
CC(C)NC(=O)COc1ccc(/C=N/NS(=O)(=O)c2ccccc2)cc1,-1.4,i,-0.61
O=C(c1ccc(-c2ccccc2)cc1)N1CCCC1,0.6,i,-0.02
Cc1ccc(NC(=O)CCN2C(=O)C3CCCCC3C2=O)c(O)c1 (configuration not stated),0.0,i,0.89
CC1(C)CC(=O)C(C=Nc2ccncc2)=C(O)C1,-2.0,i,-1.04
O=C(CNS(=O)(=O)c1cccc(C(F)(F)F)c1)Nc1ccccc1F,0.5,i,-1.37
O=C(NCCCn1ccnc1)C(=O)NCc1ccc(Cl)cc1,-0.4,i,-1.07
CCOC(=O)N1CCN(C(=O)C(CC(C)C)NS(=O)(=O)c2ccc3c(c2)oc(=O)n3C)CC1 (configuration not stated),1.7,i,0.33
CCOC(=O)c1[nH]c2ccc(OC)cc2c1NC(=S)N1CCN(c2cccc(Cl)c2)CC1,-3.9,i,-0.29
Cc1c(C)c2ccc(OCC(=O)N3CCN(c4ccccc4)CC3)cc2oc1=O,12.0,i,1.61
O=C(Nc1ccc(Br)cc1)c1cccc(N2C(=O)C3C4CCC(C4)C3C2=O)c1 (configuration not stated),0.2,i,-1.24
Cn1c(N2C(=O)CC(Cc3ccccc3)C2=O)nc2ccccc21 (configuration not stated),0.5,i,-1.11
O=C(CN1C(=O)c2cccc3cccc1c23)NCc1cccnc1,-0.8,i,0
CCNC(=O)C1CC(=O)OC12CCCCC2 (configuration not stated),-1.8,i,0.04
CCC(C)c1ccc(C(C)NC(=S)NCc2ccc(F)cc2)cc1 (configuration not stated),-0.8,i,1.07

# Single entries from the entries so far.
# CC1(C)CC(=O)C(C=Nc2ccncc2)=C(O)C1 in STK33 kinase inh: -2.0
# CCNC(=O)C1CC(=O)OC12CCCCC2 (configuration not stated) in STK33 kinase inh: -1.8

# (continued)
SMILES,STK33 kinase inh,KCNQ2 inh,Kir21 inh
CCC(CC)NC(=O)c1ccc2c(c1)OCCO2,-1.2,i,-0.53
C=C(C)C(=O)N1CC2(CC(c3cccc(NC(=O)CC(c4ccccc4)c4ccccc4)c3)=NO2)C[C@H]1C(N)=O (some centres not stated),-0.8,i,1.7
CCOc1ccc(C2C=C(c3ccc(C)cc3)Nc3ncnn32)cc1 (configuration not stated),0.0,i,-2.4
Cc1nc2ccccc2c(=O)n1/N=C/c1ccccc1OC(F)F,-2.1,i,1.33
COc1ccccc1NC(=O)C1=C(C)Nc2nc(-c3cccs3)nn2C1c1cccc(O)c1 (configuration not stated),-0.5,i,-0.95
O=C(CSc1nnc(-c2cccnc2)s1)Nc1cccc(C(=O)O)c1,-1.0,i,-0.13
COc1ccc(C2(CNC(=O)C(c3ccccc3)c3ccccc3)CCOCC2)cc1OC,-0.7,i,-0.57
Cc1cccc(NC(=O)c2cc(Cl)nc3ccccc23)c1,-2.9,i,-0.68
O=C(CSc1n[nH]c(=O)n1Cc1ccco1)Nc1ccccc1,-1.7,i,1.16
Cc1nonc1CN(C)C(=O)CC1C(=O)NCCN1Cc1ccccc1C(F)(F)F (configuration not stated),-0.8,i,-0.16
O=C(NCC1CCCO1)C1CC(=O)N(c2ccccc2)C1 (configuration not stated),-1.0,i,0.18
Cc1ccc(OCC(=O)NNC(=O)[C@@H]2CCCC[C@@H]2C(=O)O)c(Br)c1,0.1,i,-0.83
Cc1ccc(S(=O)(=O)N2CCC(C(=O)Nc3cc(C(F)(F)F)ccc3N3CCOCC3)CC2)cc1C,-2.1,i,1.17
O=C(NC1CCCCC1)c1ccc2c(c1)OCO2,-0.5,i,0.36
CCN1C(=O)[C@H]2[C@@H](c3ccc(Cl)cc3)N3C(=O)CN(CC4CC4)C(=O)[C@@]3(C)[C@H]2C1=O,0.5,i,0.22

# Gathered by group: the entries above containing an NH in an aromatic ring (six)
SMILES,STK33 kinase inh,KCNQ2 inh,Kir21 inh
COc1ccc(-c2[nH]ncc2CN2CCN(c3ccccn3)CC2)c(OC)c1,-1.3,i,2.32
CCCC(=O)NCCc1cc2ccc(OC)cc2[nH]c1=O,-0.8,i,1.87
O=c1c2ccccc2nnn1CSc1nc2ccccc2[nH]1,-0.2,i,0.86
O=C(CCN1C(=O)/C(=C/c2ccc(F)cc2)SC1=S)NCCc1cnc[nH]1,-1.2,i,-0.21
CCOC(=O)c1[nH]c2ccc(OC)cc2c1NC(=S)N1CCN(c2cccc(Cl)c2)CC1,-3.9,i,-0.29
O=C(CSc1n[nH]c(=O)n1Cc1ccco1)Nc1ccccc1,-1.7,i,1.16

# (further entries)
SMILES,STK33 kinase inh,KCNQ2 inh,Kir21 inh
CCc1ccc(NC(=O)CSCc2ccc(C(=O)O)cc2)cc1,-0.5,i,0.01
CC(=O)Nc1ccc(NC(=O)C(C)OC(=O)CCC(=O)c2ccc(F)cc2)cc1 (configuration not stated),-0.8,i,0.41
CCCCn1c(N)c(N(CC)C(=O)c2ccc(C#N)cc2)c(=O)[nH]c1=O,-1.3,i,-1.37
CCc1cccc(NC(=O)c2ccc(Br)o2)c1,-0.2,i,0.08
O=C1CCC([N+](=O)[O-])C(c2ccccc2C(F)(F)F)N1 (configuration not stated),-0.9,i,-1.13
CCCCOc1ccc(-c2csc(N)n2)cc1[N+](=O)[O-],-0.4,i,0.35
O=C(Nc1nc(-c2cccc(Br)c2)cs1)Oc1ccccc1,0.5,i,0.03
COCCNCC#CCOc1ccc(OC)cc1,-0.9,i,-0.65
CC(C)C(C)(C#N)NC(=O)CSc1nnc(-c2ccncc2)n1Cc1ccccc1 (configuration not stated),0.4,i,0.38
Cc1ccccc1NC(=S)C1=C(O)c2sccc2N(C)S1(=O)=O,-1.6,i,0.25
COCCCN1C(=O)C(=O)/C(=C(/O)c2ccc3c(c2)CC(C)O3)C1c1cccnc1 (configuration not stated),-1.8,i,0.7
O=C(NC(=S)Nc1ccccc1N1CCOCC1)c1ccc([N+](=O)[O-])cc1,0.4,i,0.09
COCCNc1nc2c(c(=O)n(Cc3ccc(OC)cc3)c(=O)n2C)n1C,-0.4,i,1.63
O=C(CC1CCCC1)NCCS(=O)(=O)N1CCN(c2ccccc2F)CC1,1.1,i,0.02
COc1ccccc1OCCNC(=O)c1ccccc1C,-0.7,i,-0.6
O=C(CN1CCN(c2ccccc2)CC1)Nc1ccc(OCc2ccccc2)cc1,-2.7,i,0.3
O=C(Nc1nnc(CCc2ccccc2)s1)c1ccccc1F,nt,i,0.4
COCc1cc(=O)n2[nH]cc(-c3ccccc3)c2n1,0.8,i,-0.3
O=C(CN(Cc1ccc(F)cc1)C(=O)CCC(=O)Nc1nccs1)NCC1CCCO1 (configuration not stated),-0.7,i,0.87
CC1CCCCN1C(=S)NCCc1ccccc1 (configuration not stated),-1.8,i,1.04
C/C(=N/NC(=O)CCc1ccccc1)c1ccco1,-0.8,i,-2.16
CCCN(CCC)Cc1c(C(=O)N/N=C/c2ccco2)nnn1-c1nonc1N,-0.8,i,-0.3
CC(=O)N(C)c1ccc(N2CCOCC2)c2c1C(=O)c1ccccc1C2=O,-0.7,i,1.54
O=C(c1ccccc1)N1CCN(Cc2ccccc2C(F)(F)F)CC1,-0.5,i,0.5
COc1ccc(OC)c(NC(=O)CCCN2C(=O)C3C4C=CC(C4)C3C2=O)c1 (configuration not stated),0.5,i,-0.07
CS(=O)(=O)Nc1cccc(C2=NN(C(=O)CCC(=O)O)C(c3cccs3)C2)c1 (configuration not stated),0.1,i,2.22
CC(C)[C@H](NC(=O)Nc1ccc(Oc2ccccc2)cc1)C(=O)O,0.9,i,-1.33
O=C(O)CC12CC3CC(C1)CC(n1ncc(NCC4CCCO4)c(Cl)c1=O)(C3)C2 (configuration not stated),0.2,i,0.29
COC(=O)c1sc(NC(=O)C(C)C)c(C(=O)OC)c1C,-0.3,i,-0.02
O=C(c1ccco1)N1CCN(C(=O)c2cnn(-c3cccc(F)c3)c2C2CCNCC2)CC1,-1.2,i,-0.81
COc1ccc(S(=O)(=O)NC2(C(F)(F)F)N=C(c3ccccc3)NC2=O)cc1 (configuration not stated),0.9,i,-0.04
